Screening data from PubChem BioAssay.
DDE Tn7 FP inh – inhibitors of Tn7 peptide binding to human fibrin DD(E) | AID 720508 | FP displacement of FITC-Tn7 peptide from fibrin DD(E); 0% = median of compound wells per plate | inhibition, % at 8.3 µM | hit rate 0.13% among 370,000;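 active = inhibition above the mean of compounds falling within the control limits plus 3 SD of them, cut at about 14% in these data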;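 also: 0% = plate median of compound wells and 100% = 10 µM Aha-Tn7 peptide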
Target sequence (P02675 whole entry, looked up): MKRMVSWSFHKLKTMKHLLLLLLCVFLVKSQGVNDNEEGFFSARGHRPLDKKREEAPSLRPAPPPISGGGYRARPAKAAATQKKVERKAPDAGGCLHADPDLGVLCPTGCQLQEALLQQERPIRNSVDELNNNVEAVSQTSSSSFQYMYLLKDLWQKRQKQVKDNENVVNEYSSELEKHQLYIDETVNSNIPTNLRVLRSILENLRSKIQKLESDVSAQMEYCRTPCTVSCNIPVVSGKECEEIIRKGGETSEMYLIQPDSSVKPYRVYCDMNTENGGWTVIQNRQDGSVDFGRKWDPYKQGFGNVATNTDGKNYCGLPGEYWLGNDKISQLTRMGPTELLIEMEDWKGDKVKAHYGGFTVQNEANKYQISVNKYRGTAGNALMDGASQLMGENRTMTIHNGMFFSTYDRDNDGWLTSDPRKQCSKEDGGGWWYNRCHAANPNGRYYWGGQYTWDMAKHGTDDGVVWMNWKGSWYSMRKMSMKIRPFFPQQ
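Assay system: Fibrin-DD(E) protein isolated from polymerized human fibrin clots; read-out basis: percent inhibition; medium: Tris/NaCl/CaCl2 buffer, pH 7.8; signal: FP measurement; incubation: 10 min plus 3 h, room temperature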
Rev-erbA mod – Rev-erb alpha (human) modulation; Rev-erbα–FITC-DNA binding, fluorescence polarization, 90 min; activity, % at 10 µM; hit rate 0.79% among 370,000;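 active = activity above about 14%, limit read from the data; passing the limit was not always enough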;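 also: 0% = DMSO wells with 35 nM protein and 100% = DMSO wells with 750 nM protein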
ARFGAP1 inhibitor – inhibitors of rat ARFGAP1; hit rate 0.26% among 360,000; AID 651572; Arfgap1-stimulated ARF1 GTP hydrolysis, GDP FP detection; Q62848; inhibition, % at 16.5 µM;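 active = inhibition above a per-plate limit, mean inhibition of low control wells plus 3 SD, cut at about 25% in these data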;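 also: 0% = DMSO wells with enzyme and 100% = wells lacking Arfgap1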
Target sequence (Q62848 1-136 limits assumed): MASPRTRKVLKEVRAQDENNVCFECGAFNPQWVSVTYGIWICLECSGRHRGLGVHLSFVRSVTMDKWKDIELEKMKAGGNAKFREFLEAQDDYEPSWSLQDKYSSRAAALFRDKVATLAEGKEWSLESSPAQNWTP
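Assay system: Rat Arfgap1 GAP domain (His6, aa 1-136), purified enzyme | Buffer or medium: HEPES 25 mM pH 7.5, NaCl 150 mM, MgCl2, DTT | Schedule: GTP hydrolysis reaction 2 h at 25 °C | Signal: FP of antibody-bound GDP Alexa 633 tracer, ex 620/em 688 nm | Measure: Percent inhibition of Arfgap1-stimulated GTP hydrolysis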
KLK7 zymogen act – activates the human kallikrein-7 zymogen; P49862; purified proKLK7, EDANS-DABCYL substrate fluorescence; 100% is mature enzyme control, 0% vehicle; hit rate 0.9% among 370,000; AID 652039; activation, % at 7 µM;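 active = activation above the mean of all tested compounds plus 3 SD, computed per campaign excluding outliers beyond control limits, cut at about 13% in these data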
Target sequence (P49862 whole entry, looked up): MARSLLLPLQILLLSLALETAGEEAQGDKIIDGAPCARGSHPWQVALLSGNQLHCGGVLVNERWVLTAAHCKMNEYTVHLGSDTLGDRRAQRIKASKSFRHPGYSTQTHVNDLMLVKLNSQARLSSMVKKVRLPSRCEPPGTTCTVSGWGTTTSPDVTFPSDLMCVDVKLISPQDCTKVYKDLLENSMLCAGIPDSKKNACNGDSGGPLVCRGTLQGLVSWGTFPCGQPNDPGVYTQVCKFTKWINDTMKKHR
ASAP1 GAP inh – inhibitors of human ASAP1 ArfGAP activity | Q9ULH1 | inhibition, % at 16.5 µM | hit rate 0.19% among 360,000 | ASAP1-stimulated ARF1 GTP hydrolysis, GDP FP detection; in the data active = inhibition above about 25%;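 also: 0% = vehicle with enzyme and substrate and 100% = no enzyme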
sPLA2-III inh – Blocks human group III sPLA2 activity; inhibition, % at 12.2 µM; QFRET BODIPY PC-A2 liposome hydrolysis, fluorescence; hit rate 0.56% among 370,000;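 active = inhibition above mean plus 3 SD of compounds lying within the high and low control bounds, cut at about 19% in these data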;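 also: 0% = median of test compound wells and 100% = no enzyme DMSO wells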
DDE Tn6 FP inh – inhibitors of Tn6 peptide binding to human fibrin DD(E); Fibrin DD(E) TRITC-Tn6 fluorescence polarization displacement; inhibition, % at 8.3 µM; hit rate 0.21% among 370,000; P02675;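 active = inhibition above a per-campaign cutoff: mean of compounds within control limits plus 3 SD, cut at about 15% in these data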;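 also: 0% = median of all compound wells on the plate and 100% = blocking peptide control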
PLCg1 inh – inhibitors of human phospholipase C gamma1 | P19174 | purified PLC-gamma1, fluorogenic substrate, fluorescence | inhibition, % at 12.2 µM | hit rate 0.84% among 370,000 | AID 720700; in the data active = inhibition above about 9.5%
UHRF1 binding – UHRF1 methyl-DNA binding inhibition; Q96T88; UHRF1 binding to methylated oligo, TR-FRET; inhibition, % at 4.4 µM; hit rate 0.75% among 370,000; AID 687016; in the data active = inhibition above about 21%;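 also: UHRF1 SRA domain binding a hemimethylated CpG hairpin DNA probe; 0% = median of test compound wells and 100% = reference inhibitor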
PLCb3 inh – PLC-beta3 (human) inhibition, primary screen; Purified PLC-beta3, fluorogenic substrate, fluorescence; AID 720704; hit rate 0.18% among 370,000; inhibition, % at 12.2 µM; in the data active = inhibition above about 11%;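 also: 0% = median of compound wells on plate and 100% = full blocker control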
Active calls of the source: *; . = no result given.

SMILES | DDE Tn7 FP inh | Rev-erbA mod | ARFGAP1 inhibitor | KLK7 zymogen act | ASAP1 GAP inh | sPLA2-III inh | DDE Tn6 FP inh | PLCg1 inh | UHRF1 binding | PLCb3 inh
Cc1cc(C)c(C)c(OCC(=O)NCCN(C)C)c1 | -1 | -6 | 1 | -0.3 | 2 | 5 | -2 | 9 | 2 | 4
Cc1cccc(C)c1-n1c(C)cc(/C=N/NC(N)=S)c1C | 5 | 3 | 7 | 0.0 | 16 | 0 | 6 | -6 | 1 | -4
O=C(COc1ccc2c3c(c(=O)oc2c1)CCCC3)NCc1cccnc1 | -2 | -1 | 7 | 0.2 | 0 | -4 | -3 | -1 | 0 | -4
Cc1cccc(C(=O)NC(=S)NC(C)c2ccccc2)c1 (stereo not drawn) | 3 | 1 | 10 | 0.4 | 2 | 1 | 3 | 5 | 4 | -5
O=C(c1nn(Cc2ccccc2)c(=O)c2ccccc12)N1CCc2ccccc2C1 | 7 | 2 | 0 | 1.1 | -1 | 4 | 5 | 0 | 0 | 1
Cc1cc(/C=N/Nc2ncnc(N)c2[N+](=O)[O-])c(C)n1-c1ccccc1 | 0 | 8 | -11 | 0.0 | -2 | -1 | 0 | 4 | -10 | -1
O=C(c1cc(F)ccc1F)C1CCCN(C(=O)c2ccc3nccnc3c2)C1 (stereo not drawn) | 1 | 0 | -6 | 0.1 | 6 | 7 | -4 | -1 | 2 | -1
COc1cccc(CNC(=O)CCS(=O)(=O)c2cccs2)c1 | 6 | 4 | -3 | -0.1 | 8 | -2 | 0 | -4 | 2 | 0
COc1ccc(C)cc1NC(=O)CSc1nc2ccccc2nc1N1CCCC1 | -2 | 0 | -14 | 0.1 | -19 | 0 | -2 | -1 | 1 | -4
CCN1CCN(S(=O)(=O)c2ccc(Cl)c(C(=O)NC3CC3)c2)CC1 | -1 | 0 | 3 | -0.4 | 15 | 2 | 1 | -1 | 0 | -7
CCCCNC(=O)Cc1cc(=O)[nH]c(=O)[nH]1 | 0 | -1 | 3 | 0.2 | -8 | -6 | 8 | -1 | -2 | 3
CCCCCc1cc(=O)oc2c(C(CCN(CC)CC)c3cc(OC)c(OC)c(OC)c3)c(OC)cc(OC)c12 (stereo not drawn) | 4 | -7 | 1 | -0.8 | 1 | -20 | -2 | -4 | 0 | -3
Cc1ccc(C)c(N(CC(=O)NN=C2CCN(C)CC2)S(=O)(=O)c2ccccc2)c1 | -9 | -1 | 2 | 0.5 | -9 | -5 | -12 | 0 | 3 | 1
O=C(NCc1ccccc1)c1ccc(CNc2c(N3CCCC3)c(=O)c2=O)cc1 | -4 | 1 | -5 | -0.1 | 1 | 4 | -2 | 4 | 0 | -7
Cc1cc(C)c(NC(=S)NCCCSC2CCCCC2)c(C)c1 | 5 | 3 | -8 | -0.5 | -3 | 9 | 5 | 0 | 0 | -10

Grouped by structure, the entries above with a halogen
SMILES | DDE Tn7 FP inh | Rev-erbA mod | ARFGAP1 inhibitor | KLK7 zymogen act | ASAP1 GAP inh | sPLA2-III inh | DDE Tn6 FP inh | PLCg1 inh | UHRF1 binding | PLCb3 inh
O=C(c1cc(F)ccc1F)C1CCCN(C(=O)c2ccc3nccnc3c2)C1 (stereo not drawn) | 1 | 0 | -6 | 0.1 | 6 | 7 | -4 | -1 | 2 | -1
CCN1CCN(S(=O)(=O)c2ccc(Cl)c(C(=O)NC3CC3)c2)CC1 | -1 | 0 | 3 | -0.4 | 15 | 2 | 1 | -1 | 0 | -7

Following part.
SMILES | DDE Tn7 FP inh | Rev-erbA mod | ARFGAP1 inhibitor | KLK7 zymogen act | ASAP1 GAP inh | sPLA2-III inh | DDE Tn6 FP inh | PLCg1 inh | UHRF1 binding | PLCb3 inh
O=C(Cc1ccccc1)Nc1ccc(Cl)cn1 | 3 | 0 | 0 | 0.7 | -3 | 7 | -1 | -2 | 5 | -5
O=S(=O)(Nc1ccc(Br)cn1)c1ccc(Cl)s1 | 0 | 2 | 6 | -0.4 | -3 | -23 | 3 | 7 | 1 | -14
O=C(NCc1ccccc1Cl)C1CCC(=O)N1Cc1ccc(F)cc1 (stereo not drawn) | -7 | -2 | 4 | 0.0 | 5 | 4 | 4 | 7 | 4 | 3
CCOC(=O)CC[C@H]1CC[C@]2(CCCN(C(=O)C(C)(C)C)C2)O1 | -7 | 8 | . | -1.1 | . | 1 | -2 | 1 | 1 | 4
COc1ccc(OC)c(C(=O)c2ccc(C(=O)N3CCCCC3)cc2)c1 | 1 | -2 | -5 | 0.2 | 0 | -3 | 6 | 4 | 2 | 4
Cc1ccc2c(c1)N(CC(=O)NCCc1c[nH]c3ccccc13)C(=O)CO2 | -3 | -3 | -2 | 0.4 | -5 | -40 | -2 | 0 | 1 | 1
CCc1cccc2c(C#N)cn(CC(=O)NCCOC)c12 | 6 | 4 | 1 | -0.1 | -5 | 1 | -4 | 1 | -2 | 0
CCN(CC)CCOCCn1c(C)ccc1C | -4 | 0 | -5 | 1.6 | -5 | -5 | 5 | -10 | -3 | -15
CCc1cccc(N(C(=O)c2csnn2)C(C(=O)NC(C)(C)C)c2ccccn2)c1 (stereo not drawn) | -6 | -1 | 0 | 0.1 | 8 | -7 | 0 | 1 | 1 | 2
COCCCNC(=O)CC1C[C@H](C(=O)N2CCCCC2)[C@@]2(C)c3[nH]c4ccc(OC)cc4c3CCN2C1=O (stereo partly drawn) | 5 | 2 | -17 | 0.6 | 1 | -2 | 7 | 2 | -1 | 0
Cc1ccc(OCCCN2CCCC2)c(C)c1 | -3 | 4 | 6 | 0.9 | 13 | 0 | -5 | 2 | 1 | 3
CN(C(=O)CN1C(=O)c2ccccc2S1(=O)=O)c1ccccc1C(=O)O | 0 | 4 | -9 | 0.3 | 7 | 1 | 3 | -2 | 15 | -3
O=C(N1CCN(c2ccccn2)CC1)N1c2ccccc2Sc2ccccc21 | 0 | 3 | -3 | 0.2 | -10 | 2 | 3 | 3 | 2 | 2
CCOC(=O)Cc1csc(NC(=O)c2cc(OC)cc(OC)c2)n1 | 4 | 4 | 7 | 0.1 | 2 | 1 | 4 | -4 | -2 | -2
CN1C(CC(=O)Nc2ccc(Br)cc2)c2ccccc2CC1(C)C (stereo not drawn) | -6 | 2 | 6 | -0.7 | -5 | -4 | 0 | 3 | 0 | -1
CC1CC(C)CN(CC(=O)N2c3ccccc3CCc3ccccc32)C1 (stereo not drawn) | -1 | 1 | 7 | 0.0 | 18 | -9 | -1 | 1 | -5 | 4
Cc1cn([C@H]2C[C@H](O)[C@@H](/C=C/C(=O)NCCc3cccs3)O2)c(=O)[nH]c1=O | -4 | 3 | -5 | -0.5 | 3 | -2 | -1 | 0 | 2 | 0
COc1ccccc1OCC(=O)NCCCN1CCOCC1 | 2 | 1 | -3 | -0.3 | -2 | -4 | 4 | -1 | 3 | -2
Cc1cc(C)c2oc(C(=O)N(Cc3ccc(F)cc3)C3CCS(=O)(=O)C3)cc(=O)c2c1 (stereo not drawn) | 0 | 5 | -5 | 0.5 | -4 | 0 | 5 | -14 | -3 | -25
O=C1C(Cl)=C(Nc2ccc3cn[nH]c3c2)C(=O)c2ccccc21 | 3 | 12 | 10 | 0.1 | 5 | 19 | -4 | -12 | -8 | -18
COC(=O)C1=C2SC(C)C(=O)N2C(N)=C(C#N)C1c1cc(OC)c(OC)c(OC)c1 (stereo not drawn) | 3 | 6 | -1 | -0.4 | -2 | -5 | 0 | -11 | 1 | -19
Cc1csc(-c2nc3ccccc3n2C(C)c2nc3ccccc3[nH]2)c1 (stereo not drawn) | 4 | 3 | -14 | 0.7 | 7 | -2 | -5 | -19 | -1 | -25
COc1ccccc1CC(=O)Nc1ccc(OC)c(OC)c1 | 1 | 1 | -2 | 0.3 | 4 | 2 | 0 | 1 | 0 | 1
NC(=O)C1=C(N)c2ccccc2C1c1ccccc1 (stereo not drawn) | 1 | 0 | 14 | 2.1 | 5 | 9 | 4 | -23 | 1 | -38
CCn1c(CCNS(=O)(=O)c2ccccc2Br)nnc1SC | 4 | -4 | -7 | 0.0 | -8 | 4 | -5 | 4 | -1 | -4
Cn1c(C(=O)N2CCCC(C(=O)NCCN3CCOCC3)C2)cc2sccc21 (stereo not drawn) | 5 | 3 | 3 | 0.7 | 2 | 2 | 2 | 1 | -1 | 1
COCCNC(=S)N1CCC(c2nc(-c3ccc(N(C)C)cc3)no2)CC1 | -4 | 2 | 3 | 0.2 | 3 | 3 | -6 | 2 | 2 | 2
COc1cc(-c2nnc3n2CCCCC3)cc(OC)c1OC | 3 | -1 | 4 | -0.3 | 12 | 3 | -3 | 5 | 4 | 0
CC(C)CC(c1nnnn1CCc1ccccc1)N1CCN(C(=O)c2ccco2)CC1 (stereo not drawn) | -7 | -3 | 3 | 0.3 | -1 | 3 | 2 | 4 | 6 | 3
CC1(C)CC2CC(C)(CN2CC(O)COc2ccccc2)C1 (stereo not drawn) | -3 | -6 | 8 | 0.3 | -3 | 3 | -5 | 1 | 2 | 6
CCN(CC(=O)Nc1c(F)cccc1F)C(=O)c1ccc(=O)n(Cc2ccccc2)n1 | 3 | -1 | 1 | 0.3 | 7 | 0 | -3 | 1 | -1 | -8
O=C(Nc1cc2c(cc1C(=O)O)OCCCO2)c1ccc(F)cc1F | -3 | 4 | 8 | -0.5 | -12 | 1 | -2 | -4 | -1 | -6
Cc1cc(=O)[nH]c(N/N=C/c2sccc2C)n1 | 1 | 0 | -4 | -0.4 | 3 | 2 | 2 | 2 | 14 | 4
Cc1cc(C)c(O)c(-c2cc(C(=O)Nc3ccc(S(=O)(=O)N4CCOCC4)cc3)[nH]n2)c1 | -4 | 3 | 12 | -0.3 | 20 | -32 | -8 | 2 | -3 | -2
CCC(=O)NC(=S)Nc1ccc(NC(=O)c2cccc([N+](=O)[O-])c2C)cc1 | 7 | -2 | 1 | -0.1 | -1 | 0 | 8 | 1 | -1 | 2
COC(=O)C1C/C(=N/NS(=O)(=O)c2ccc(C)cc2)CS1 (stereo not drawn) | 3 | -6 | 1 | 0.1 | -4 | -3 | -4 | -1 | 0 | -6
Cc1ccc(Cn2ncc3c(N4CCN(C5CCCC5)CC4)ncnc32)cc1 | -3 | 8 | 5 | 0.5 | -7 | -6 | 0 | 2 | 12 | 0
O=C(Cn1c2ccc(F)cc2c2nc3n(c(=O)c21)CCS3)Nc1ccccc1C(F)(F)F | -6 | -2 | 30* | -0.1 | 22 | 6 | -4 | -3 | 1 | -12
O=c1[nH]c(C(F)(F)F)nc2ccc3ccccc3c12 | 0 | -7 | -6 | 0.1 | -7 | 1 | -3 | 2 | -1 | -1
CN(CC(=O)Nc1cccc(F)c1)C(=O)c1ccc(COc2ccccc2)cc1 | 2 | 1 | -3 | 0.4 | -1 | -26 | 1 | -2 | 0 | -5
CCOC(=O)C1=C(C)NC(=O)NC1c1ccc(-c2ccccc2F)o1 (stereo not drawn) | 1 | -2 | -6 | -0.5 | -7 | -4 | 1 | -3 | 2 | -7

Random draw from the library (roughly 4.5% active in at least one column).
